PTPN22 act: activators of human LYP (PTPN22) phosphatase; AID 697; Q9Y2R2; activation, % at 2 µM; 0.11% of 96,000 active; recombinant LYP, DiFMUP fluorescence; 0 = plate median, 100 = signal doubled;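 active = activation at 2 µM above a set limit, the mean plus 5 SD, cut at about 37% in these data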
HUVEC inhibit: blocks proliferation of human endothelial cells | viability, % at 10 µM (by protocol) | 1.1% of 86,000 active | HUVEC proliferation, CellTiter-Glo luminescence, 72 h; stronger effect = lower value;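 active = viability at or below 30%; inactive = viability above 30%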;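 note: 100% = median luminescence of DMSO-only cell control wells on each plate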
PostGolgi ctrl: yeast control strain growth, post-Golgi counter-screen; efflux-deficient yeast background strain, growth absorbance A615, 16 h; inhibition, % at 10 µM; 5% of 98,000 active; in the data active = inhibition above about 30%
Fibroblast inh: blocks proliferation of human lung fibroblasts; LL 47 human lung fibroblast viability, ATP luminescence; stronger effect = lower value; viability, % at 10 µM; 1.1% of 85,000 active; AID 719;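 active = viability at or below 50% in the single dose screen; inactive = viability above 50%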;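 note: compound exposure lasted 72 h before the ATP readout; 100% = median luminescence of untreated cell-only wells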
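Test system: LL 47 human lung fibroblasts; Quantity: 1,150 cells/well; Buffer or medium: IMEM plus 15% FBS; Dosing: tenfold compound dosing solution, DMSO at 0.1%; Timing: overnight cell rest, 72 h compound treatment at 37 °C; Detection: ATP-based CellTiter-Glo luminescent readout; Read-out basis: viability percentage against median untreated-cell control; Controls: cell-only wells, no compound.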
sEH inh: soluble epoxide hydrolase (human) inhibition | recombinant human sEH enzymatic activity assay | inhibition, % at 2 µM | 0.34% of 91,000 active | AID 707; in the data active = inhibition above about 80%; note: values of inactives mirror those of a sister screen read the other way; many of its hits are not listed in these tables
Target sequence (P34913 whole entry, looked up): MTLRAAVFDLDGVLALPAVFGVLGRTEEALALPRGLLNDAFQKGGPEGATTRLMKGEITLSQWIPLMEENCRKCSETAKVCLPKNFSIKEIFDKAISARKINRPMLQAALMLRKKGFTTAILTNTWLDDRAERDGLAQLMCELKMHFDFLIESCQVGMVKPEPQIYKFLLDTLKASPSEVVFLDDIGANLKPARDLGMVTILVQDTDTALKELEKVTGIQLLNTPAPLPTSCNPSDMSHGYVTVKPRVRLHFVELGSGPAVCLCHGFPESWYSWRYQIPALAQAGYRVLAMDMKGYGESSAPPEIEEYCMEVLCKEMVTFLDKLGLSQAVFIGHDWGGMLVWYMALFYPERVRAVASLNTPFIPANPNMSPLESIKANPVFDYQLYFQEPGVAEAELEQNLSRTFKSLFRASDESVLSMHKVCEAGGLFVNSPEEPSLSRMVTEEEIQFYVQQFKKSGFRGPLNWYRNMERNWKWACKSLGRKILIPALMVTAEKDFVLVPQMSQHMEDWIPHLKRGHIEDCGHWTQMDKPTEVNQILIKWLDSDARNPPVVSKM
H69AR growth 86K: growth inhibitors of human H69AR lung tumor cells. viability, % at 10 µM. 6% of 85,000 active. H69AR lung tumor viability, ATP luminescence, 72 h; stronger effect = lower value;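 active = viability at or below 40%; inactive = viability above 40%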;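 note: multidrug resistant small cell line overexpressing MRP-1 efflux transporter; 100% = mean luminescence of untreated control wells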
S1P2 ag: S1P2 (human) receptor agonism. 0.46% of 97,000 active. AID 729. O95136. activation, % at 4.5 µM. S1P2-expressing cell line, agonist reporter read-out; in the data active = activation above about 16%;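 note: 0% = vehicle low control and 100% = maximal reference agonist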
Target sequence (O95136 whole entry, looked up): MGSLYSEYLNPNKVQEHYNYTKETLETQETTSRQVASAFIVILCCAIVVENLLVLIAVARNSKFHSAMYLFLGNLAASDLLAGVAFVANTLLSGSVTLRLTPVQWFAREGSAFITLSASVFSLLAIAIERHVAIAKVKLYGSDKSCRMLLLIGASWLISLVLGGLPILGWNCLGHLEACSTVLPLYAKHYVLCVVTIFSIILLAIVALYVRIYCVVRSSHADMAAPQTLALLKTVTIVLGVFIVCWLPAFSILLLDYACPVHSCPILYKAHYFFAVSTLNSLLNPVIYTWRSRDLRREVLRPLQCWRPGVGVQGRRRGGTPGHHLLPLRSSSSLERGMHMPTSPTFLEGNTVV
sEH activator: soluble epoxide hydrolase (human) activation; 0.04% of 91,000 active; AID 717; activation, % at 2 µM; purified human sEH enzymatic activity, activator screen; in the data active = activation above about 37%; note: values of inactives mirror those of a sister screen read the other way
S1P2 antag: antagonists of human S1P2 receptor; O95136; cell-based S1P2 antagonist assay, inhibition at 5 uM; inhibition, % at 5 µM; 0.21% of 97,000 active; in the data active = inhibition above about 45%;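 note: CRE beta-lactamase reporter cells expressing human S1P2 stimulated with S1P; 0% = agonist at EC80 alone and 100% = agonist plus reference antagonist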
Starred values were filed as active, the others as inactive; / = no result given. Only part of the results is shown, so the mix of outcomes need not match the whole.

smiles,PTPN22 act,HUVEC inhibit,PostGolgi ctrl,Fibroblast inh,sEH inh,H69AR growth 86K,S1P2 ag,sEH activator,S1P2 antag
Cc1ccc(S(=O)(=O)NC(Cc2c[nH]c3ccccc23)C(=O)O)cc1 (configuration not stated),5,/,/,/,-3,/,-3,2,-12
O=C(c1cc(-c2cccs2)on1)N1CCCc2ccccc21,/,91,29,97,/,93,/,/,/
CC(=O)Nc1ccccc1OCc1nnc(-c2cccs2)o1,-2,104,7,/,-7,101,-8,8,9
COc1ccc2[nH]c(=O)c(CNc3ccc(C)c(C)c3)cc2c1,-2,104,25,97,2,78,-7,-5,18
O=C(CCN1CCCCC1)NCNC(=O)CCN1CCCCC1,-8,93,4,97,1,100,-7,-4,13
O=C(NCc1cccs1)N[C@@H](Cc1ccccc1)C(=O)O,-8,97,7,109,/,96,-6,/,10
Cc1cc(C)n2c(SCc3c(C)noc3C)nnc2n1,-1,102,/,107,1,103,-5,2,-18
O=C(CSCc1ccco1)c1ccc(Cl)s1,-5,101,1,106,/,83,-2,/,-16
COc1ccc(Cc2nnc(NS(C)(=O)=O)s2)cc1,4,96,0,99,-6,107,-3,6,-18
O=C(COC(=O)C1CC1)c1c[nH]c2ccccc12,0,89,9,94,-3,85,1,3,-7
CCn1cc(Br)c(C(=O)Nc2ccc(Cl)c(Cl)c2)n1,8,81,/,97,-13,78,1,17,-11
CC(=O)N1CCC(=NNS(=O)(=O)c2cccc([N+](=O)[O-])c2)CC1,2,/,7,/,-9,/,-5,11,-9
O=C(CSc1nnc2c3cc(F)ccc3nc(-c3ccccc3)n12)N1CCOCC1,1,57,/,87,-8,84,-1,5,-15
O=c1c(Cc2ccc(Cl)cc2Cl)c(O)ccn1Cc1ccc(Cl)cc1,10,/,62*,/,2,/,-7,-4,7
CC(=O)Oc1ccc(-c2csc(Nc3cccnc3)n2)cc1,-9,95,13,102,-6,99,-5,9,12
CCOC(=O)N1CCC(NC(=O)CC(NS(=O)(=O)c2ccc(C)cc2)c2ccco2)CC1 (configuration not stated),/,97,10,97,/,74,/,/,/
CCOC(=O)c1cccc(NC(=O)C2CCN(S(=O)(=O)c3cnc[nH]3)CC2)c1,-4,97,-3,102,1,85,-7,-3,13
CC1(C)NC(=O)N(CC(O)COc2ccccc2C(=O)N2CCCCC2)C1=O (configuration not stated),4,98,-4,96,2,92,-8,-2,22
CCOC(=O)c1ccc(NC(=O)Nc2cc(C)on2)cc1,-5,100,-7,105,9,92,-3,-9,-12
CCOc1ccc(NC(=O)COC(=O)Cn2cnnn2)cc1OCC,-3,98,7,101,4,108,-6,-3,-4

An excerpt from above in order of length of the SMILES, falling:
smiles,PTPN22 act,HUVEC inhibit,PostGolgi ctrl,Fibroblast inh,sEH inh,H69AR growth 86K,S1P2 ag,sEH activator,S1P2 antag
CCOC(=O)N1CCC(NC(=O)CC(NS(=O)(=O)c2ccc(C)cc2)c2ccco2)CC1 (configuration not stated),/,97,10,97,/,74,/,/,/
Cc1ccc(S(=O)(=O)NC(Cc2c[nH]c3ccccc23)C(=O)O)cc1 (configuration not stated),5,/,/,/,-3,/,-3,2,-12
CCOc1ccc(NC(=O)COC(=O)Cn2cnnn2)cc1OCC,-3,98,7,101,4,108,-6,-3,-4
CCOC(=O)c1ccc(NC(=O)Nc2cc(C)on2)cc1,-5,100,-7,105,9,92,-3,-9,-12
CC(=O)Nc1ccccc1OCc1nnc(-c2cccs2)o1,-2,104,7,/,-7,101,-8,8,9
O=C(COC(=O)C1CC1)c1c[nH]c2ccccc12,0,89,9,94,-3,85,1,3,-7

(listing goes on)
smiles,PTPN22 act,HUVEC inhibit,PostGolgi ctrl,Fibroblast inh,sEH inh,H69AR growth 86K,S1P2 ag,sEH activator,S1P2 antag
CC(=O)Nc1cccc(N2CCCC2=O)c1,3,102,11,103,-20,98,0,18,-36
CC(C)(C)c1cc(NC(=O)c2cccnc2)no1,2,95,12,98,3,106,-2,0,-8
CCOc1ccc(S(=O)(=O)N2CCN(c3ccccc3)CC2)c2cccnc12,5,104,7,92,-7,54,-1,9,-15
O=C(CSCc1c(Cl)cccc1Cl)Nc1ccc2c(c1)OCO2,-6,93,16,103,67,96,-1,-67,6
Cc1ccc(CN2CCNC2=O)cc1,14,100,6,96,-10,98,-7,10,-16
Cc1ccc(-c2cc(-c3nnc(SCC(=O)NCC(C)C)n3N)c3ccccc3n2)cc1,-4,/,11,/,22,/,-4,-19,10
O=C(CCC(=O)OCC(=O)c1ccc(-c2ccccc2)cc1)Nc1cccc(Cl)c1,-11,/,16,/,0,/,-1,0,9
O=C(Nc1ccccc1Cl)c1ccc(S(=O)(=O)N2CCOCC2)cc1,/,97,6,99,/,87,-7,/,-15
Cc1cc(NC(=O)CCC(=O)N(Cc2ccco2)C(C(=O)NC2CCCCC2)c2ccccc2)no1 (configuration not stated),7,92,/,101,0,92,-2,5,-1
COC(=O)C(C(=O)OC)C(C(=O)OC)C(C(=O)OC)C(=O)OC,6,95,/,99,18,101,1,-17,-2
O=C(Nc1ccccc1C(=O)N1CCOCC1)C1COc2ccccc2O1 (configuration not stated),-7,108,-2,89,-2,88,-1,5,-19
CCCCC(=O)NC(=S)Nc1cccc(NC(=O)CC)c1,-3,/,7,/,5,/,-5,-7,-3
CCCCN(C)CCCNC(=O)c1ccc2c(c1)NC(=O)C(N1CCOCC1)S2 (configuration not stated),-3,99,-3,101,22,99,-11,-22,10
O=C(Nc1ccc(N2CCOCC2)c(Cl)c1)C1CCCCC1,-2,88,-5,104,46,82,-2,-46,16
Cc1cc(OCC[N+]2(C)CCCCC2)nc2ccccc12,12,99,8,106,-9,96,-6,9,-9
O=C(c1cccc(C(=O)N2CCN(c3ncccn3)CC2)c1)N1CCN(c2ncccn2)CC1,3,99,22,104,-4,88,-4,6,0
O=C1Cc2ccccc2Sc2ccc(Cl)cc21,-6,/,8,/,-2,/,-4,8,1
CC(=O)Nc1ccccc1OC(=O)N1CCOCC1,1,84,4,92,-17,95,-3,17,-10
C=CCN1C(=O)C(Cc2ccc(OC)cc2)S/C1=N/N=C/c1ccco1 (configuration not stated),20,/,7,/,0,/,-6,3,12
FC(F)(F)c1cccnc1N1CCN(c2ncnc3nc[nH]c23)CC1,/,93,14,94,/,85,/,/,/

Single values from the list.
O=C(CCN1CCCCC1)NCNC(=O)CCN1CCCCC1 in sEH activator reads -4
O=C(Nc1ccc(N2CCOCC2)c(Cl)c1)C1CCCCC1 in S1P2 antag reads 16

Carrying on:
smiles,PTPN22 act,HUVEC inhibit,PostGolgi ctrl,Fibroblast inh,sEH inh,H69AR growth 86K,S1P2 ag,sEH activator,S1P2 antag
CCCN1C(=O)/C(=C/C=C2\N(CC)c3ccccc3C2(C)C)SC1=S,2,/,5,/,15,/,-9,-14,13
COC(=O)Cc1csc(Nc2c(C)n(C)n(-c3ccccc3)c2=O)n1,-5,107,16,97,4,93,-1,1,3
CNC(=O)N(C1=NCC(C)(C)S1)c1ccc(F)c(Cl)c1,-1,52,22,81,28,15*,1,-30,-28
COc1cccc(Oc2ccc(N)cn2)c1,-2,91,9,111,-15,94,-3,13,-20
CC(C)CC(=O)NC1(C(F)(F)F)C(=O)Nc2c1c(=O)[nH]c(=O)n2Cc1ccco1 (configuration not stated),0,96,11,98,-17,91,-5,16,-9
Cn1c(N)c(C(=O)COC(=O)CCc2c[nH]c3ccccc23)c(=O)n(C)c1=O,26,/,3,/,-9,/,2,13,-4
O=C1NC(Nc2ccccn2)(C(F)(F)F)C(=O)N1c1ccc(F)cc1 (configuration not stated),8,97,6,96,-5,94,-5,6,-23
COCCNc1nc(C(C)(C)C)nc2c1nnn2Cc1ccccc1Cl,-7,98,12,/,-2,78,-7,3,16
COC(=O)c1ccc(NC(=O)C2CCCN2S(=O)(=O)c2ccc(C)cc2)cc1 (configuration not stated),/,91,13,93,/,67,/,/,/
Cc1cc(S(=O)(=O)N2CCN(c3ccc(F)cc3)CC2)c(C)s1,0,103,4,92,-12,62,-5,9,5
CC(=O)NC1=C(C#N)C(c2ccccc2)c2c(ccc3ccccc23)O1 (configuration not stated),-15,/,24,/,4,/,0,-3,-31
CC(C)CNC(=S)NC1CC2CCCC(C1)N2Cc1cccs1 (configuration not stated),-4,/,11,/,49,/,-1,-48,-1
CC(C)(C)N1C(=O)c2ccc(C(=O)Nc3nccs3)cc2C1=O,0,91,6,98,11,73,-10,-8,-19
CCn1c(C)cc2c(c1=O)C(c1ccncc1)C(C#N)=C(N)O2 (configuration not stated),/,98,-1,96,/,87,/,/,/
O=C(N/N=C/c1cccc(F)c1)c1cc(-c2ccco2)nc2ccccc12,-12,/,-2,/,28,/,-2,-26,-49
COc1ccc(/C(O)=C2\C(=O)C(=O)N(CC3CCCO3)C2c2cc(OC)ccc2OC)cc1 (configuration not stated),6,81,5,97,8,100,-6,-8,22
O=C(NCc1ccccc1)/C(=N\O)c1ccccc1,10,100,-1,105,-6,94,-6,10,19
C=CCN(c1ccc(C(=O)NCCc2ccccc2)cc1)S(C)(=O)=O,-9,108,7,104,-1,86,-7,4,-3
CCN(CC)CCN1C(=O)C(=O)/C(=C(/O)c2c(C)[nH]c(C(=O)OC)c2C)C1c1cccs1 (configuration not stated),1,90,19,91,-6,94,3,8,-25
O=C(Nc1ccc(N2CCN(Cc3ccccc3)CC2)cc1)c1ncn[nH]1,-2,102,31*,99,0,81,3,2,-12

Continuation.
smiles,PTPN22 act,HUVEC inhibit,PostGolgi ctrl,Fibroblast inh,sEH inh,H69AR growth 86K,S1P2 ag,sEH activator,S1P2 antag
CC1(C(=O)NC2CCCC2)CCC(=O)N1Cc1ccccc1 (configuration not stated),-5,88,5,95,2,90,-6,-4,2
O=C(O)CCn1cnc2ccccc2c1=O,-6,86,8,99,2,89,-5,-2,27
CCN(CC)S(=O)(=O)c1ccc2oc(C(=O)NC3CCCc4ccccc43)c(C)c2c1 (configuration not stated),-6,95,24,96,5,78,-6,-3,1
Cc1cc(C(=O)OCC(=O)c2ccc(Br)s2)no1,5,93,4,99,-8,97,0,8,1
CCOc1ccc(C(=O)NCc2ccncc2)cc1OCC,9,106,-8,113,-2,102,-4,3,-7
CS(=O)(=O)N(CC(=O)NCCC1=CCCCC1)C1CCCCC1,5,107,3,98,-18,90,-1,15,12
CON1C(=O)C(=O)N(OC)C2CCCCC21 (configuration not stated),-12,/,6,/,8,/,0,-5,-6

Some entries already given, showing only S1P2 antag, H69AR growth 86K and PostGolgi ctrl.
SMILES | S1P2 antag | H69AR growth 86K | PostGolgi ctrl
O=C(O)CCn1cnc2ccccc2c1=O | 27 | 89 | 8
CCN(CC)S(=O)(=O)c1ccc2oc(C(=O)NC3CCCc4ccccc43)c(C)c2c1 (configuration not stated) | 1 | 78 | 24

Screening data from PubChem.
